uPA generation = cell surface uPA generation inhibition; AID 540303; cell surface uPA generation assay, qHTS; 330,000 compounds, 0.31% hits; Potency, µM (titrated, usually from 38.3 µM), without a hit: at the top dose activity change, negative = inhibition, most hits filed as inhibitors; active = well fitted inhibition curve with a large enough effect; inconclusive = small, poorly fitted or top-dose-only effect; inactive = no such curve, though single readings can be large or run the other way; tested in mouse RAW 264.7 cells; also: % is scaled to controls: 0 for no effect and ±100 for the full control effect; nearly all actives have a fitted effect of over 55% in size
NPC1 promoter act = activators of NPC1 promoter. Huh7 NPC1 promoter luciferase reporter, 24 h. Potency, µM (doses to about 9.22 µM), without a hit: at the top dose activation, actives largely listed as activators. 320,000 compounds, 2.4% hits. AID 485313;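 also: % of control where 0% means no effect; nearly all actives have a fitted effect of over 60% in size; reporter is driven by a mutant NPC1 promoter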
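Stably transfected Huh7 (NPC1 promoter→luciferase), 1500 cells/well in Opti-MEM + 10% FBS, 2 h settle, then compound 24 h at 37 °C. Luminescence after 10 min with Amplite reagent.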
Rab9 promoter act = activates the Rab9 promoter; Huh7 Rab9 promoter-luciferase reporter, luminescence, 24 h; Potency, µM (highest dose often 9.22 µM), for inactives: at the top dose activation, negative = inhibition, most hits filed as activators; 320,000 compounds, 2.8% hits; AID 485297; also: % of control where 0% means no effect; nearly all actives have a fitted effect of over 60% in size
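Huh7 cells stably carrying Rab9 promoter–luciferase reporter, plated 1500 cells/well, compound added after 2 h and incubated 24 h at 37 °C; luciferase luminescence then read after 10 min with detection reagent.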
BRCA1 expr act = increases BRCA1 expression | MCF7-BRCA1-FFLuc reporter, luminescence, 48 h; response scale: scaled: vehicle 0%, 10 µM genistein 100% | Potency, µM (top dose mostly 46.1 µM), for the others: at the highest dose activation, actives largely listed as activators | 380,000 compounds, 1.1% hits | AID 624202; also: nearly all actives have a fitted effect of over 80% in size; some results filed as inactive show a strong effect at the top dose
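Compounds are tested at multiple concentrations on MCF7 BRCA1-luciferase reporter cells seeded at 2000 per well; after 48 h, a single luminescence end-point is taken and curves fitted to the normalized data.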
MBNL1-CUG inh = blocks human MBNL1 binding to CUG repeat RNA; Q9NR56; TR-FRET MBNL1-His/biotin-(CUG)12 binding, 665/545 ratio; Potency, µM (series often up to 57.5 µM), inactives show at the top dose activity change, negative = inhibition, actives largely listed as inhibitors; 280,000 compounds, 0.036% hits; active = well fitted inhibition curve with a large enough effect in the signal ratio, with a control signal flat, not every such curve was filed as active; inconclusive = small, poorly fitted or top-dose-only effect, or effect the other way, or a change in a side signal; inactive = no such curve, though single readings can be large or run the other way; the % refers to the signal ratio; also: % is scaled to controls: 0 for no effect and ±100 for the full control effect
Target sequence (Q9NR56 whole entry, looked up): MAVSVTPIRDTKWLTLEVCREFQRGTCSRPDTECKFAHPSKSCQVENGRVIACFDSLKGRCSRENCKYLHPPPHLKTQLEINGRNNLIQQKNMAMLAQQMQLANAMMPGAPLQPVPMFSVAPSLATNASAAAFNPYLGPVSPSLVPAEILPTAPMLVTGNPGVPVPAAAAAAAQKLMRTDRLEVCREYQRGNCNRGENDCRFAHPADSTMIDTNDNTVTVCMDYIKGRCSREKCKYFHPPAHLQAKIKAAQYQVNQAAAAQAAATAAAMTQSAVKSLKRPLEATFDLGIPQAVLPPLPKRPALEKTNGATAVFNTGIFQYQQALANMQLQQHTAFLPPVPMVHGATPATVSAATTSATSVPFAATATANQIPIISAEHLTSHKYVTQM
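MBNL1-His + Biotin-(CUG)12, cpd titration 92 nM–58 uM; Tb anti-His Ab 0.055 ng/ul, SA-XL665 5 nM (final); 60 min RT; ratiometric 665/545 nm, Ex 340 nm; normalized to buffer and full-complex controls.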
ELG1 genotoxic = inducers of genotoxicity in HEK293T ELG1-luciferase cells. HEK293T ELG1-luciferase reporter, luminescence, 16 h. Potency, µM (top dose mostly 46 µM), without a hit: top-dose activity change, positive = activation, usual class: activators. 330,000 compounds, 1.3% hits; also: % of control where 0% means no effect; nearly all actives have a fitted effect of over 60% in size
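Screening used a luciferase reporter fused to human ELG1 in HEK293T cells. Luminescence was read on a CCD plate imager after 16 hr exposure and 30 min ONE-Glo incubation.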
FLuc modulator = firefly luciferase modulation, counter-screen for miR-21 project. P08659. purified FLuc, Km substrates, luminescence inhibition. Potency, µM (top dose mostly 57.5 µM), without a hit: at the highest dose activity change, negative = inhibition, actives largely listed as inhibitors. 360,000 compounds, 6.9% hits. AID 588342;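 also: plate controls were vehicle for no effect and reference inhibitor for full effect; nearly all actives have a fitted effect of over 55% in size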
Target sequence (P08659 whole entry, looked up): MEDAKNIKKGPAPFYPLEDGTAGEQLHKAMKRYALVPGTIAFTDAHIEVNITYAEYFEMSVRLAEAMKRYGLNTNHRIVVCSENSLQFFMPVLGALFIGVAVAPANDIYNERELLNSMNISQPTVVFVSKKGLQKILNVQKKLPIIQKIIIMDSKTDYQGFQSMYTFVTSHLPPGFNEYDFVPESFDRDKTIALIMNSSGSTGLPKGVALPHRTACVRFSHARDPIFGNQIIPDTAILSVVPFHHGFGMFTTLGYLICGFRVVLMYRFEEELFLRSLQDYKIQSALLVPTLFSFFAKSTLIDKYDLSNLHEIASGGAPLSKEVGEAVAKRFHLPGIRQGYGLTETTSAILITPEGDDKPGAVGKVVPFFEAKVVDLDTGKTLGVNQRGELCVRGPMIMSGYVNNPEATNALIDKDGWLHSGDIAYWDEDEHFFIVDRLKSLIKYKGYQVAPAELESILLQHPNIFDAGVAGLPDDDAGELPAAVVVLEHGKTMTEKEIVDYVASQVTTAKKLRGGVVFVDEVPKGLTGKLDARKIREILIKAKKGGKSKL
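Purified P. pyralis luciferase (10nM final) with 10uM D-luciferin and 10uM ATP (Km levels) in 50mM Tris acetate pH 7.5, 10mM Mg acetate, 0.01% Tween-20, 0.05% BSA; qHTS 6-point titration, ~60 µM downward; luminescence read.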
RORgamma inh = blocks mouse ROR gamma transcriptional activity. P51450. Drosophila S2 Gal4-RORgamma UAS-luciferase reporter, 20 h. Potency, µM (top dose mostly 53.6 µM), for the others: top-dose activity change, negative = inhibition, actives largely listed as inhibitors. 310,000 compounds, 5.4% hits. AID 2551; also: % is scaled to controls: 0 for no effect and ±100 for the full control effect; nearly all actives have a fitted effect of over 60% in size
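A Gal4/UAS one-hybrid system in insect cells: metallothionein-promoter Gal4–ROR gamma fusion plus Photinus luciferase reporter. Copper sulfate 700 uM final, 20 hr ambient incubation, luminescent detection after 10 min with reagent.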
p53 reactivator = restores transcriptional activity of mutant p53. 320,000 compounds, 0.063% hits. Potency, µM (highest dose often 92.2 µM), for inactives: at the highest dose activity change, positive = activation, actives largely listed as activators. AID 504706. H1299 p53-A138V BP100-luciferase reporter, luminescence, 24 h; also: % of control where 0% means no effect; nearly all actives have a fitted effect of over 45% in size
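p53-null H1299 cells stably carrying temperature-sensitive p53-A138V and a BP100-luciferase reporter were pinned with compounds (4-point, 1:5 series) and held 24 hrs at 37 deg C. Luminescence was read 10 min after detection reagent.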
Gal4-VP16 FLuc = counter-screen for ROR gamma inhibitors: Gal4-VP16 reporter | 310,000 compounds, 3.5% hits | AID 2546 | Potency, µM (highest dose often 53.6 µM), for the others: at the top dose activity, negative = inhibition, actives largely listed as inhibitors | Drosophila S2 Gal4-VP16 UAS-luciferase, luminescence, 20 h;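 also: Gal4-VP16 expression switched on by copper sulfate through the metallothionein promoter; % is scaled to controls: 0 for no effect and ±100 for the full control effect; nearly all actives have a fitted effect of over 50% in size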
* = called active by the depositor; ? = inconclusive; / = no result given; [ ] = another dose, or the depositor's remark. Unless noted, calls follow the shape of the dose curve; as a rule, active = well fitted curve in the direction sought with a large enough effect; inconclusive = small, poorly fitted or top-dose-only effect, or another doubt; inactive = no such curve, though single readings can be large; an effect the other way counts as inactive or inconclusive. Potency is read from the fitted curve at half-maximal effect.

SMILES | uPA generation | NPC1 promoter act | Rab9 promoter act | BRCA1 expr act | MBNL1-CUG inh | ELG1 genotoxic | FLuc modulator | RORgamma inh | p53 reactivator | Gal4-VP16 FLuc
Cc1cc(/C=C2\SC(=S)N(Cc3ccco3)C2=O)c(C)n1-c1cccnc1 | 1.9% | ? | ? | 4.8% | 11.0% | ? | 4.78µM* | ? | 4.0% | ?
Cn1cccc1CC(=O)NNC(=O)Nc1ccccc1F | 5.9% | -1.5% | -3.8% | -12.7% | / | 3.6% | 1.2% | / | 0.9% | /
COc1c2c(nc3ccccc13)OC(C(C)(O)COC(C)=O)C2 (stereo unspecified) | 6.0% | 8.1% | 9.0% | 17.3% | -1.0% | -6.9% | -2.2% | -3.7% | -8.6% | -13.2%
CC(=O)N1c2ccc(S(=O)(=O)N3CCC(C(=O)NCc4ccccc4)CC3)cc2CC1C (stereo unspecified) | 0.8% | 0.8% | -0.2% | 2.3% | -7.0% | -2.3% | 0.8% | 6.0% | -2.8% | -1.8%
CCOC(=O)c1ccc(/C=C2\c3ccccc3C(=O)N2c2ccccc2)cc1F | -25.6% | / | / | 8.2% | / | 2.9% | / | / | 5.3% | /
CC(=O)Nc1ccc(S(=O)(=O)N2CCN(S(=O)(=O)c3cccs3)CC2)cc1 | -0.3% | -1.4% | -6.4% | -12.0% | / | 1.6% | -1.9% | / | -3.4% | /
COc1cc(/C=C(\C#N)C(=O)Nc2ccc3c(c2)OCCO3)ccc1O | 10µM* | -4.6% | 11.5% | -6.7% | ? | 5.2% | 0.269µM* | ? | 19.3% | ?
Cc1cc(C(=O)N2CCN(c3cc(Cl)ccc3C)CC2)on1 | -9.5% | -4.4% | -1.6% | -17.9% | 0.0% | -2.3% | 3.2% | 7.7% | 7.6% | 3.0%
CC1(C)C(=O)N(c2ccccc2)C1c1ccccc1O (stereo unspecified) | -9.0% | -1.0% | -2.2% | -59.8% | -5.3% | -2.1% | -1.4% | -12.5% | -0.7% | 2.1%
Cc1cccc(NC(=O)CCn2c(=O)oc3ccccc32)c1 | 2.9% | -2.3% | -0.3% | 1.1% | 2.7% | 3.0% | -2.2% | -0.5% | 1.4% | -1.3%
O=C(c1csc2c1CCCC2)N1CCN(c2ncccn2)CC1 | / | -5.6% | -7.0% | 0.2% | 12.8% | -0.1% | 1.4% | 13.2% | -9.8% | 13.6%
O=C1COc2ccc(S(=O)(=O)Nc3ccc4c(c3)OCO4)cc2N1 | 3.0% | -0.8% | -4.7% | 13.3% | / | -3.3% | 0.5% | 1.0% | -0.1% | 1.1%
COC(=O)c1cc(OC)c(OC)cc1NC(=O)c1ccc(C)o1 | / | -2.7% | 6.0% | 1.1% | -6.6% | -3.8% | -9.1% | 0.7% | 0.2% | -15.1%
CCOc1ccc(/C=N/NC(=O)c2c(C)n(C)c3ccc(OC)cc23)cc1 | -7.6% | -18.4% | -9.4% | -63.5% | 12.6% | 1.0% | ? | ? | -1.1% | -4.6%
Cc1cc(O)ccc1Nc1nc(-c2cccs2)cs1 | -15.5% | ? | ? | 15.1% | 10.7% | 3.26µM* | 0.536µM* | -28.7% | 1.1% | ?
COc1cccc2c1OCC/C2=N\NC(=O)C(C)Oc1ccc([N+](=O)[O-])cc1 (stereo unspecified) | -0.4% | -6.4% | -1.0% | -29.1% | -2.3% | -1.0% | -0.6% | -10.7% | 0.0% | 2.8%
COc1ccc(Cl)cc1N(CC(=O)Nc1ccccc1C(=O)N1CCOCC1)S(C)(=O)=O | -18.7% | 3.7% | -0.6% | -12.1% | 1.5% | 0.1% | 2.0% | -21.4% | 9.6% | 1.6%
CCCC(=O)Nc1ccccc1NC(=O)CCC | 5.9% | -0.4% | -1.2% | -42.2% | 8.1% | -1.5% | 4.1% | -0.1% | ? | 3.0%
CC(C)=N/N=C1\NC(=O)C(C)S1 (stereo unspecified) | 4.0% | -0.3% | -1.1% | 18.0% | -6.4% | -1.8% | -5.5% | 11.2µM* | 4.9% | ?
O=C(OCC#CCSc1nnc(-c2cccc3ccccc23)o1)c1cnc[nH]1 | -2.0% | -0.1% | -3.0% | 2.9% | / | 0.5% | -19.6% | / | 4.3% | /
COc1ccc(CN2CCNC(=O)C2CC(=O)NCc2ccc(C)s2)c(OC)c1 (stereo unspecified) | 6.4% | 0.4% | -0.1% | -2.2% | -2.9% | 2.4% | -2.3% | -1.0% | -3.2% | 1.8%
Cn1nnnc1SCc1nc2ccccc2[nH]1 | 3.6% | 22.2% | 0.2% | 100.8% | 5.9% | 16.1% | ? | 15.9% | ? | 5.0%
Cc1ccc(NC(=O)C(C)Sc2nc3nc(C)cc(C)n3n2)cc1 (stereo unspecified) | 5.4% | -2.7% | -1.9% | 5.0% | / | -0.5% | 2.1% | / | -4.8% | /
CCN(CC)C(=S)SCc1csc(CC(=O)Nc2ccccc2C)n1 | 5.2% | 1.6% | -0.7% | -30.9% | 8.8% | -12.3% | -3.1% | 11.2µM* | -4.2% | -21.8%
CCN(CC(=O)NC1CCS(=O)(=O)C1)C(=O)c1ccc(S(=O)(=O)N(CC)CC)cc1 (stereo unspecified) | 9.4% | -4.6% | 0.7% | 3.4% | / | 3.0% | -1.3% | / | -1.0% | /
CC(=O)NC12CC3CC(C1)CC(C(=O)Oc1ccc(N(C)S(=O)(=O)c4cc(C)ccc4C)cc1)(C3)C2 | -10.6% | -3.5% | -1.5% | -21.9% | / | -4.9% | -8.7% | / | -9.5% | /
CC1CN(C(C)C(=O)NNC(=O)c2ccc(F)cc2)CC(C)O1 (stereo unspecified) | 3.3% | / | / | 11.9% | / | 6.3% | / | / | 19.3% | /
O=C(CSc1ccc(-c2ccco2)nn1)NC1CCCCC1 | -2.5% | -4.4% | 1.8% | 7.4% | 7.2% | 3.6% | ? | 39.9% | 4.6% | -10.2%
Cc1ccc(Cn2ncc3c(NCCN(C)C)ncnc32)cc1 | 5.0% | -4.2% | -1.9% | -13.6% | -3.9% | 1.2% | 3.3% | 0.0% | -2.2% | 3.7%
Cc1cccc(C)c1OCC(=O)N=Nc1c(O)[nH]c2ccc(Br)cc12 | / | -3.2% | -4.9% | -32.9% | 8.7% | -6.7% | 0.7% | -14.3% | -4.2% | -4.5%
CCOC(=O)c1cc(OC(=O)c2ccccc2)n(-c2ccccc2)n1 | / | 0.7% | 1.9% | -6.6% | -7.5% | -0.7% | 2.2% | 11.8% | 0.2% | -7.9%
CCN1C(=O)[C@H]2[C@H]3CN=C(SCC(=O)c4ccccc4)N3[C@@](CC)(C(=O)OC)[C@H]2C1=O | ? | / | / | 9.4% | / | ? | / | / | 27.7% | /
Cc1cc(C)n2nc(SCC(=O)c3ccc[nH]3)nc2n1 | 4.3% | 15.4% | 4.1% | 22.2% | -7.2% | 6.0% | 1.5% | 22.4% | 0.7% | 23.2%
O=S1(=O)CCOCCCN1Cc1ccccc1 | 2.2% | -1.3% | 0.2% | 4.2% | 5.2% | 2.4% | 9.2% | -21.3% | / | -7.0%
NC(=O)Nc1ccc(C(=O)OCC(=O)N(Cc2ccccc2)C2CCS(=O)(=O)C2)cc1 (stereo unspecified) | 3.5% | 0.2% | -2.2% | -8.1% | 9.5% | -1.6% | 0.3% | -2.3% | 0.3% | -1.8%
O=C(O)CSCC(=O)Nc1ccc(Cl)cc1C(F)(F)F | 0.0% | 7.2% | -2.8% | -30.5% | -2.2% | 1.5% | 3.8% | -2.8% | -5.0% | -1.3%
O=C(CNc1ccccc1)NNC1=NCCC1 | 8.5% | 0.1% | -4.0% | 1.1% | ? | -0.6% | 3.8% | ? | 0.1% | ?
CCc1nnc(NC(=O)C(=O)NCCOC(=O)c2ccccc2)s1 | 5.6% | 2.6% | -1.7% | -0.5% | 1.2% | 0.3% | -0.7% | 5.3% | -3.4% | -3.1%
CCCCNC(=O)N(C)c1nncnc1C(=O)NC | 3.1% | -3.0% | 0.2% | 0.0% | -1.0% | 0.1% | 7.1% | 0.2% | -5.3% | 6.4%
CC(C)[C@H](NC(=O)c1ccc(C(C)(C)C)cc1)C(=O)Nc1nnc(C2CC2)s1 | 1.3% | -1.1% | 0.2% | -44.7% | / | -3.0% | -7.4% | 26.1% | 9.3% | -12.6%
O=C(Cn1c(-c2ccco2)nc2ccccc21)N1CCCCC1 | -2.1% | -14.1% | -5.9% | 0.3% | 0.5% | -1.4% | 1.6% | 16.0% | 0.3% | -17.2%
O=C(N/N=C/c1ccccn1)c1[nH]c2ccc([N+](=O)[O-])cc2c1-c1ccccc1 | -6.1% | -7.4% | -8.8% | -83.0% | 11.7% | ? | 1.5% | 5.01µM* | 7.2% | 1.8%[10 µM]
O=C1c2cccc3cccc(c23)C(=O)N1c1ccc(O)cc1 | 1.5% | -4.5% | 4.0% | -19.1% | ? | -3.7% | 2.7% | -14.3% | -34.5%[inhibitor] | -2.1%

Bioassay records (PubChem BioAssay)
